Compound activity: PubChem, Southern Research Specialized Biocontainment Screening Center
M. tuberculosis – growth inhibition of non-replicating M. tuberculosis (AID 488890) | Mycobacterium tuberculosis non-replicating, growth inhibition; higher % means a stronger effect | one-dose inhibition, % at 25 µM; IC50 in µM for titrated hits | 320,000 tested, 0.39% active; in the data active = a potency from the dose series; inconclusive = inhibition mostly from about 82% at the one dose, without a potency; inactive = the rest, 99 in 100 with inhibition below about 76%;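 also: plate controls were DMSO cells for no effect and high antibiotic wells for full effect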
PhoP GFP inhibition – Inhibition of PhoP regulon, Salmonella typhi GFP reporter cells, confirmation, 4 h (AID 1850) | one-dose inhibition, % at 50 µM; IC50 in µM for titrated hits | 310,000 tested, 0.33% active | Salmonella Typhi PhoP-promoter GFP reporter, fluorescence, 4 h; higher % means a stronger effect; in the data active = a potency from the dose series; inconclusive = inhibition mostly from about 25% at the one dose, without a potency; inactive = the rest, 99 in 100 with inhibition below about 19%;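 also: 0% = induced wells with vehicle and 100% = uninduced wells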
influenza NS1A – H1N1 influenza NS1A inhibitors, functional cell based assay (AID 504329); NS1A functional cell-based assay, percent inhibition; higher % means a stronger effect; inhibition, % at 12.5 µM; hits with a dose series show IC50 in µM; 340,000 tested, 0.3% active; in the data active = a potency from the dose series; inconclusive = inhibition above about 27% without an active follow-up result; also: strong numbers were not always called active
VEEV TC-83 Vero – inhibitors of VEEV TC-83 cytopathic effect, confirmation, Vero cells (AID 588727) | Vero cells, VEEV TC-83 cytopathic effect inhibition; higher % means a stronger effect | one-dose inhibition, % at 20 µM; IC50 in µM for titrated hits | 350,000 tested, 0.13% active; in the data active = a potency from the dose series; inconclusive = inhibition mostly from about 14% at the one dose, without a potency; inactive = the rest, 99 in 100 with inhibition below about 12%; also: strong numbers were not always called active
H37Rv inhibition – M. tuberculosis growth inhibition, HTS (AID 449762); inhibition, % at 25 µM; hits with a dose series show IC50 in µM; M. tuberculosis H37Rv growth inhibition, 7H9 media; higher % means a stronger effect; 330,000 tested, 0.59% active; in the data active = a potency from the dose series; inconclusive = inhibition above about 70% without an active follow-up result;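 also: bacterial growth assessed after seven days of incubation; strong numbers were not always called active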
VEEV TC-83 Vero 10K pilot screen – second read-out of VEEV TC-83 Vero, no call of its own (marks repeat the call); inhibition, %; measured here: 10K pilot screen inhibition
Active calls of the source: *; i = inactive; ? = inconclusive; . = not tested or not shown. Compounds were not picked by outcome. About 1.6% of those tested had a hit in this group.

SMILES	M. tuberculosis	PhoP GFP inhibition	influenza NS1A	VEEV TC-83 Vero	H37Rv inhibition	others
CC1C(=O)Nc2ccccc2N1C(=O)c1ccc(Cl)c(Cl)c1 (stereo unspecified)	-2%	-8%	-20%	i	1%
CCc1ccc(-n2c(O)c(C(C)=O)c(=O)[nH]c2=O)cc1 (tested in a mixture with another compound)	2%	2%	-16%	i	-17%
Fc1ccc(NC(=S)NCc2ccccc2)cc1	79%	-7%	-14%	0.7%	5%
CSc1cccc(NC(=O)Nc2ccc(Cl)cc2)c1	24%	8%	3%	0.9%	5%
CCN(CC)CCOC(=O)c1ccc(NC(=O)CCCN2C(=O)/C(=C\c3cccs3)SC2=S)cc1	?	-3%	?	5.9%	?
NS(=O)(=O)c1cc(C(=O)OCC(=O)Nc2ccc(Cl)cc2[N+](=O)[O-])ccc1Cl	-4%	-6%	2%	i	-3%
Cc1nnc(NC(=O)c2ccc3c(c2)NC(=O)CS3)s1	-6%	.	-3%	4.6%	9%
CCOC(=O)N1CCN(C(=O)CSc2nnc3[nH]c(=O)c(C)c(C)n23)CC1	-4%	6%	-5%	1.3%	-17%
Cc1cc(C)cc(NS(=O)(=O)c2cc(C(=O)NCc3ccccn3)ccc2Cl)c1	7%	13%	-7%	i	-7%	VEEV TC-83 Vero 10K pilot screen=2.6
Cc1cc(OCCCC(=O)NCc2cccs2)ccc1Cl	78%	-4%	2%	i	-1%
O=C(NNS(=O)(=O)c1c(F)cc(F)c(Cl)c1F)C12CC3CC(CC(C3)C1)C2	36%	.	.	.	1%
O=C(NC1CCCCCC1)c1cc(S(=O)(=O)N2CCCCC2)ccc1N1CCOCC1	10%	-2%	-11%	0.8%	-3%
COc1cccc(NC(=O)CN(C)C(=O)c2cc(-c3cccc(Br)c3)nc3ccccc23)c1	26%	-2%	-9%	5.8%	?
CCc1nnc(NC(=O)c2ccc(-c3ccc(Cl)cc3)o2)s1	-2%	18%	6%	i	-2%
CCC1Oc2ccc(C)cc2N(CC(=O)NC2CCCCC2)C1=O (stereo unspecified)	-6%	12%	4%	0.8%	2%
COc1cccc(/C=C2/C(=O)NN(c3ccc(C)c(C)c3)C2=O)c1	-8%	-7%	-7%	0.2%	8%
CCc1ccc(-c2cc(C)no2)cc1S(=O)(=O)Nc1ccc(Cl)cn1	26%	4%	2%	0.5%	7%
Cc1ccc(OCC(O)CN2CCCC2)cc1 (stereo unspecified)	-6%	5%	-9%	0.2%	1%
O=[N+]([O-])c1nn(-c2ccccc2)[n+]([O-])c1N1CCN(c2ccccc2F)CC1	-4%	-7%	3%	i	1%
O=C(COC(=O)c1cccc(F)c1)NC(=O)NCc1ccccc1	11%	.	-8%	2.4%	-6%
Cc1nc2sc(C(c3ccco3)N3CCOCC3)c(O)n2n1 (stereo unspecified)	9%	-4%	-15%	i	-3%
COC(=O)C1=C(c2ccc(Cl)c(C(F)(F)F)c2)C[C@@H]2CC[C@H]1N2C(=O)N1CCC(O)(c2ccc(Cl)cc2)CC1	36%	.	-3%	4.4%	7%	VEEV TC-83 Vero 10K pilot screen=0.7
O=C(O)C1CCCCC1C(=O)NCCc1ccncc1 (stereo unspecified)	-6%	38%	-6%	0.1%	6%
CCOC(=O)c1c(S(=O)(=O)NCc2ccco2)c(C)n(C)c1C	-3%	1%	-2%	0.8%	10%
Cc1cccc2sc(NC(=O)CSc3nnnn3C)nc12	2%	-2%	-9%	11%	0%
COc1cc(C(=O)OCC(=O)NC(=O)C2CCCCC2)ccc1OC(F)F	6%	-27%	-5%	1.5%	-3%
O=[N+]([O-])c1ccc(CN2C=NS(=O)(=O)c3ccccc32)cc1	3%	10%	0%	2.9%	-1%
C/C(=N\NC(=O)CC(C)C)c1c(C(F)(F)F)[nH]n(-c2nc3ccccc3s2)c1=O	?	-21%	3%	i	42µM*
CCCCNC(=O)CN(c1cc(C(F)(F)F)ccc1Cl)S(C)(=O)=O	10%	-4%	-10%	0.3%	-7%
CCOc1ccccc1Nc1nnc(SCC(=O)NCC2CCCO2)s1 (stereo unspecified)	59%	.	3%	4.1%	4%
CCCCn1c(O)c(C(CC)=Nc2ccc3c(c2)CCC3)c(=O)[nH]c1=O	20%	3%	-4%	0.3%	?
O=C(O)CC1(CC(=O)Nc2cc3ccccc3cn2)CCCCC1	4%	4%	.	i	-4%
Nc1cc(C(=O)O)c(Oc2ccc(Cl)cc2Cl)cc1C(=O)O	-2%	-3%	-13%	1.9%	-1%
CCC(=O)Nc1cccc(-n2nnnc2SCC(=O)NCc2ccco2)c1	8%	0%	2%	0.5%	-6%
Cc1cc(C(=O)NC2=NCCS2)cs1	3%	1%	-6%	1.2%	-8%
CNC(=S)N/N=C1\CC(c2ccccc2)Oc2ccccc21 (stereo unspecified)	7%	7%	-10%	6.0%	12%
CN1C(=O)[C@H]2[C@@H](C3CC3)N3C(=O)CN(Cc4ccccc4)C(=O)[C@@]3(C)[C@H]2C1=O	-13%	-3%	7%	0.6%	-3%
COC(=O)[C@@H](NC(=O)NCc1cccc(OC)c1)C(C)C	-14%	2%	-15%	i	1%
C=CCNC(=O)/C(C#N)=C/c1ccccc1Cl	0%	9%	1%	1.9%	4%	VEEV TC-83 Vero 10K pilot screen=1.2
COc1ccc(NS(=O)(=O)c2ccc(-c3coc(C)n3)cc2)cc1	-5%	-15%	11%	i	6%

A run of entries from the list above, for reference:
SMILES	M. tuberculosis	PhoP GFP inhibition	influenza NS1A	VEEV TC-83 Vero	H37Rv inhibition	others
C=CCNC(=O)/C(C#N)=C/c1ccccc1Cl	0%	9%	1%	1.9%	4%	VEEV TC-83 Vero 10K pilot screen=1.2
COc1ccc(NS(=O)(=O)c2ccc(-c3coc(C)n3)cc2)cc1	-5%	-15%	11%	i	6%

Carrying on.
SMILES	M. tuberculosis	PhoP GFP inhibition	influenza NS1A	VEEV TC-83 Vero	H37Rv inhibition	others
CC(NC(=O)c1ccccc1)c1ccc(Br)cc1 (stereo unspecified)	71%	9%	5%	1.3%	39%
COc1ccc(C(=O)N2CCc3cc(OC)c(OC)cc3C2c2cccc([N+](=O)[O-])c2)cc1OC (stereo unspecified)	0%	-2%	5%	8.2%	5%
CC(=O)N1CCN(Cc2nc3cc(NS(C)(=O)=O)ccc3n2C)CC1	-10%	2%	-6%	2.8%	1%
CC1CCN(S(=O)(=O)c2cn(C)c(=O)n(C)c2=O)CC1	-15%	-5%	4%	0.1%	1%
O=C(NC(=S)Nc1cc(Cl)ccc1N1CCOCC1)c1ccccc1[N+](=O)[O-]	17%	-4%	4%	6.7%	-3%
CC(=O)OCCCn1c(C)[n+](C)c2cc(Cl)c(Cl)cc21	37%	-2%	-7%	i	2%
Cn1c(SCC(=O)Nc2ccc3c(c2)OCO3)nnc1-c1cnccn1	5%	3%	-4%	1.3%	-8%
Cc1ccccc1NC(=S)NCC(c1cccnc1)N1CCOCC1 (stereo unspecified)	-4%	7%	-1%	0.9%	8%
O=C(CSc1nnc(COc2ccccc2F)n1-c1ccccc1)NCc1ccco1	-5%	7%	-2%	5.0%	-1%
CCOC(=O)CSc1nnc(COc2ccc3ccccc3c2)o1	?	-4%	-6%	i	6%
COc1ccc(NC(=O)C2=CC(c3ccc(C)cc3)=NS(=O)(=O)N2C)cc1OC	4%	3%	12%	0.7%	-1%
COc1ccc(NC(=O)CN2CCN(c3ccc(F)cc3)CC2)cc1Cl	15%	3%	8%	0.3%	39%
COc1cc(C(=O)Oc2ccccc2/C=N/NC(=O)c2ccc(C)cc2)cc(OC)c1OC	78%	-1%	-1%	7.8%	4%	VEEV TC-83 Vero 10K pilot screen=8.1
Cc1cccc(C(C)C)c1NC(=O)COC(=O)COc1ccc2c(C)cc(=O)oc2c1	-29%	-9%	-2%	0.7%	-1%
COc1ccc(C(=O)Nc2ccc(S(=O)(=O)Nc3ncccn3)cc2)cc1OC	46%	-1%	2%	i	29%
Cc1cc(C)c(NC(=O)C2=CCN(S(=O)(=O)c3ccc(F)cc3)CC2)c(C)c1	.	-5%	-8%	0.0%	1%
CC(C)N(C(=O)COC(=O)CNC(=O)c1ccc(Br)cc1)c1ccccc1	11%	-11%	2%	i	4%
Cc1ccc(NC(=O)CN2CCCCCC2)c(Br)c1	.	-4%	0%	i	.
CCCC(=O)Nc1nnc(S(=O)(=O)N2CCCCCC2)s1	.	-7%	2%	0.8%	-2%
CCS(=O)(=O)NCc1ccc2c(c1)cc(C)n2C	31%	-3%	10%	0.6%	0%

At a glance, some entries already given:
SMILES	M. tuberculosis	PhoP GFP inhibition	influenza NS1A	VEEV TC-83 Vero	H37Rv inhibition	others
CC(=O)N1CCN(Cc2nc3cc(NS(C)(=O)=O)ccc3n2C)CC1	-10%	2%	-6%	2.8%	1%
CC1CCN(S(=O)(=O)c2cn(C)c(=O)n(C)c2=O)CC1	-15%	-5%	4%	0.1%	1%
O=C(NC(=S)Nc1cc(Cl)ccc1N1CCOCC1)c1ccccc1[N+](=O)[O-]	17%	-4%	4%	6.7%	-3%
CC(=O)OCCCn1c(C)[n+](C)c2cc(Cl)c(Cl)cc21	37%	-2%	-7%	i	2%
Cn1c(SCC(=O)Nc2ccc3c(c2)OCO3)nnc1-c1cnccn1	5%	3%	-4%	1.3%	-8%
Cc1ccccc1NC(=S)NCC(c1cccnc1)N1CCOCC1 (stereo unspecified)	-4%	7%	-1%	0.9%	8%
O=C(CSc1nnc(COc2ccccc2F)n1-c1ccccc1)NCc1ccco1	-5%	7%	-2%	5.0%	-1%
CCOC(=O)CSc1nnc(COc2ccc3ccccc3c2)o1	?	-4%	-6%	i	6%
COc1ccc(NC(=O)C2=CC(c3ccc(C)cc3)=NS(=O)(=O)N2C)cc1OC	4%	3%	12%	0.7%	-1%
COc1ccc(NC(=O)CN2CCN(c3ccc(F)cc3)CC2)cc1Cl	15%	3%	8%	0.3%	39%
COc1cc(C(=O)Oc2ccccc2/C=N/NC(=O)c2ccc(C)cc2)cc(OC)c1OC	78%	-1%	-1%	7.8%	4%	VEEV TC-83 Vero 10K pilot screen=8.1
Cc1cccc(C(C)C)c1NC(=O)COC(=O)COc1ccc2c(C)cc(=O)oc2c1	-29%	-9%	-2%	0.7%	-1%
COc1ccc(C(=O)Nc2ccc(S(=O)(=O)Nc3ncccn3)cc2)cc1OC	46%	-1%	2%	i	29%
Cc1cc(C)c(NC(=O)C2=CCN(S(=O)(=O)c3ccc(F)cc3)CC2)c(C)c1	.	-5%	-8%	0.0%	1%
CC(C)N(C(=O)COC(=O)CNC(=O)c1ccc(Br)cc1)c1ccccc1	11%	-11%	2%	i	4%

Next part
SMILES	M. tuberculosis	PhoP GFP inhibition	influenza NS1A	VEEV TC-83 Vero	H37Rv inhibition	others
CC(=O)Cn1cnc2c(sc3nc(C)cc(C)c32)c1=O	12%	-1%	13%	i	-3%
O=C(C#Cc1ccccc1)Nc1ccccc1F	?	-1%	-7%	12%	?
O=S(=O)(c1ccc(F)cc1)c1nc(-c2ccc(F)cc2)oc1NCCN1CCOCC1	.	.	4%	5.4%	.
CC1CCCC(C)N1C(=O)CSc1nnnn1C1CCCC1 (stereo unspecified)	.	.	3%	0.3%	.
COCCCN1C(=O)N(c2ccc(F)cc2)C(=O)C1CC(=O)Nc1ccccc1 (stereo unspecified)	-13%	-5%	-4%	0.4%	-6%
COc1ccc(-c2csc(NC(=O)C3CCCCN3S(=O)(=O)c3ccccc3)n2)cc1 (stereo unspecified)	17%	-25%	-4%	6.9%	4%	VEEV TC-83 Vero 10K pilot screen=0.0
C=CCN(c1ccccc1OC)S(=O)(=O)c1cccc(C(=O)Nc2nnc(C3CC3)s2)c1	-11%	.	-10%	8.2%	0%
O=C(c1ccc(=O)oc1)N1CCN(c2ccc(F)cc2)CC1	-6%	6%	1%	0.2%	-8%
